Bioassay records from PubChem BioAssay.
PfHsp90 set2 = growth inhibition of PfHsp90-expressing yeast, primary screen, antimalarial PfHsp90 inhibitor project, S. cerevisiae, BacTiter-Glo luminescence, single point, set 2 | inhibition, % at 9.4 µM | BacTiter-Glo ATP, 48 h; yeast lacking PDR1 and PDR3 efflux regulators | 310,000 compounds, 0.32% hits | AID 504621, 2011;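 active = every replicate shows inhibition above about 80%, whatever the replicate mean, limit read from the data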;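 note: 0% = DMSO neutral controls and 100% = 20 µM radicicol positive controls; yeast relying on Plasmodium falciparum Hsp90 in place of its own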
Arr AP2 block = inhibitors of beta-arrestin/AP2 binding, primary screen, biochemical, GPCR trafficking, flow cytometry. beta-arrestin 1 C-terminal peptide binding to AP2 beta2-adaptin appendage (human). FITC-arrestin peptide / GST-AP2 beads; AP2 beta2 appendage carries R879A mutation. inhibition, % at 10 µM. 340,000 compounds, 0.31% hits;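 active = inhibition above a set limit, near 3 SD of compounds lacking own fluorescence, cut at about 54% in these data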;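 note: plate controls were DMSO wells for no effect and 5 µM unlabelled arrestin peptide for full effect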
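Material – AP2 appendage R879A on GSH beads · Buffer or medium – PBS with 0.05% Tween 20 and 0.1% BSA · Probe or stimulus – fluorescein-tagged arrestin peptide at 50 nM final · Incubation – compound with beads 12 min RT, then probe 1 h RT · Detection – high-throughput flow cytometry of beads, ex 488, em 535 nm · Evaluation – percent response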
SUMO Mot1 rescue = yeast Mot1-301 growth rescue at high temperature, primary screen, SUMOylation pathway inhibitor project, S. cerevisiae, ATP luminescence, 38.5C. S. cerevisiae Mot1-301 growth rescue; percent above DMSO median, 100 means doubled. growth rescue, % at 18.8 µM. 320,000 compounds, 1% hits;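 active = every valid replicate shows activation above 250% relative to neutral control wells; inactive = the rest, any valid replicate at or below 250%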;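 note: OY570 slx delta 5 strain wells were the positive control but not used for scaling; some compounds called inactive have numbers as strong as hits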
Tat transport = E. coli Tat export inhibitors, primary screen, MC4100, TorA-mCherry reporter, fluorescence, single point; inhibition, % at 10 µM; 340,000 compounds, 0.036% hits;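 active = mean replicate inhibition at least 50% and at least half of replicates individually reaching 50%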;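 note: exported cargo escapes ClpAP degradation while cytoplasmic cargo is degraded and loses fluorescence; 0% = median of neutral control wells and 100% = median of NaSCN control wells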
MOR-DOR inv ag = inverse agonists of MOR-DOR heterodimerization, primary screen, cell-based, luminescence; Mu-type opioid receptor (Homo sapiens) + Delta-type opioid receptor (Homo sapiens), …; inhibition, % at 9.3 µM; 340,000 compounds, 0.21% hits; cell-based MOR-DOR heterodimer luminescence, inverse agonism; in the data active = inhibition above about 22%, passing the limit was not always enough;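 note: 0% = cells with DMSO and 100% = wells without cells with DMSO; values of inactives mirror those of a sister screen read the other way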
MOR-DOR ag = agonists of OPRM1-OPRD1 heterodimerization, primary screen, cell-based, luminescence | Mu-type opioid receptor (Homo sapiens) + Delta-type opioid receptor (Homo sapiens), … | cells | activation, % at 9.3 µM | 340,000 compounds, 0.3% hits | AID 504326, 2011; in the data active = activation above about 18%;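 note: 0% = vehicle-treated cells and 100% = reference agonist; values of inactives mirror those of a sister screen read the other way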
Pemphigus Ab inh = inhibitors of pemphigus antibody binding to DSG3, primary screen, biochemical, bead-based, flow cytometry, scFv-GFP; Desmoglein-3 (Homo sapiens), P32926; DSG3-coupled beads, scFv-anti-DSG3-GFP binding; hits give low values; binding (percent of control), % at 10 µM; 310,000 compounds, 0.48% hits; AID 588358, 2011;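 active = binding more than 3 SD below its plate's average and above zero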;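 note: hits lower antibody fragment binding to DSG3; some compounds called inactive have numbers as strong as hits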
Target sequence (P32926 whole entry, looked up, the tested form may be a part): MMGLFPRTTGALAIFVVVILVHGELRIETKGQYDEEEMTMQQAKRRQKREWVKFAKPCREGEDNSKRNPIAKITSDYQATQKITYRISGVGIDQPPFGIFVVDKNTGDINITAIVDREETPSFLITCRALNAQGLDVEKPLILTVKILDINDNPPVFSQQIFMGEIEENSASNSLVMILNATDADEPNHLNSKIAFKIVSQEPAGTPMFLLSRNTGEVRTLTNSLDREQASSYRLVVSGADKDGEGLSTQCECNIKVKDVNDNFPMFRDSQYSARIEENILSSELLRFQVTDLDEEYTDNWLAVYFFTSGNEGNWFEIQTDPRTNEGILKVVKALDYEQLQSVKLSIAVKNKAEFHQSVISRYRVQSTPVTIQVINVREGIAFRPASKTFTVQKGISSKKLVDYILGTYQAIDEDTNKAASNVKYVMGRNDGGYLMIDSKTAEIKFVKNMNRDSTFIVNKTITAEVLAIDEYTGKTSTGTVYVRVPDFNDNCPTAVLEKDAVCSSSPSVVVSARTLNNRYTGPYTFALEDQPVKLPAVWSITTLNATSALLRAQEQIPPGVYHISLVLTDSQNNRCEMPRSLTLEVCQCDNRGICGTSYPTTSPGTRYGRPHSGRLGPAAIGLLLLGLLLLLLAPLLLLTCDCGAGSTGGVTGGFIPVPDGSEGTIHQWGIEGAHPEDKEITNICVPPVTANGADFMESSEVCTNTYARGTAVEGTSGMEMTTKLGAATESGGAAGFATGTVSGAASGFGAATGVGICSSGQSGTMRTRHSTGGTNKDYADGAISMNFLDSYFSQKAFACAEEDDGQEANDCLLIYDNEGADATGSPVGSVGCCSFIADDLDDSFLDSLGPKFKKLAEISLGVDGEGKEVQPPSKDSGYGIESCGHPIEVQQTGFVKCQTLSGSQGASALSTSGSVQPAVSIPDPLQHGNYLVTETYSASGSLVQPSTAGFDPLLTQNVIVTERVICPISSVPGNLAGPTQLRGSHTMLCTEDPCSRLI
PKA-R1A act = activators of PKA-R1A holoenzyme, primary screen, biochemical, fluorescence polarization, Cy5-IP20, bovine R1A, mouse PKAc. AID 504707, 2011. PKA-R1A dissociation; scaled: DMSO 0%, 113 µM cGMP 100%. activation, % at 11.4 µM. 340,000 compounds, 0.083% hits;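 active = percent activation above the mean of all tested compounds plus 3 SD, cut at about 19% in these data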;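 note: higher means more PKAc released from R1A so a rise in polarization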
phage Ecoli inh = growth loss of phage-infected E. coli, primary screen, RecBCD inhibitor project, absorbance, with phage, HTS; inhibition, % at 11.9 µM; 360,000 compounds, 0.26% hits; AID 651602, 2012; in the data active = inhibition above about 11%
Ecoli viability = E. coli V3065 growth inhibition, primary screen, counter-screen for AddAB inhibitor project, absorbance, OD600. 18 h. inhibition, % at 11.9 µM. 330,000 compounds, 0.27% hits;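 active = inhibition above the campaign's mean inhibition across all tested compounds plus 3 SD, cut at about 9.9% in these data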;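 note: uninfected addAB+ strain grown without phage in ampicillin broth; 0% = DMSO wells and 100% = ciprofloxacin 0.95 µg/ml wells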
AddAB inh = growth inhibition of E. coli expressing H. pylori AddAB, primary screen, AddAB inhibitor project, absorbance; inhibition, % at 11.9 µM; 330,000 compounds, 0.29% hits; AID 435030, 2010; in the data active = inhibition above about 12%;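 note: 0% = vehicle wells of infected cells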
Numbers without * were called inactive; i = inactive; x = no result given.

SMILES	PfHsp90 set2	Arr AP2 block	SUMO Mot1 rescue	Tat transport	MOR-DOR inv ag	MOR-DOR ag	Pemphigus Ab inh	PKA-R1A act	phage Ecoli inh	Ecoli viability	AddAB inh
COc1cccc(-n2c(Cc3cc(=O)[nH]c(=O)[nH]3)nnc2SCC(=O)Nc2ccccc2)c1	15	4	119	-9	12	-2.3	106	4	3.3	-0.2	4.9
Cc1cc(Br)ccc1NC(=O)CN(C)C(=O)c1ccc2ccccc2n1	-12	-6	-11	-6	6	-1.4	100	8	2.5	-0.5	-0.9
O=C(Cc1ccc(Cl)c(Cl)c1)NNC(=S)NCC1CCCO1 (stereo unspecified)	0	40	-18	1	29	-5.3	96	-1	1.3	x	x
CC(C)(C)C(=O)Oc1cccc(Nc2ncnc3ccccc23)c1	4	-7	-7	0	-16	3.3	100	-3	2.0	0.7	0.8
CC(C)(C)C(=O)COC(=O)c1cccc(NC(=O)c2ccco2)c1	-3	-3	-11	8	1	-0.3	94	-18	4.1	3.3	5.3
CCOCCCN(CC(=O)NC1CCCC1)C(=O)C(=O)Nc1ccc2c(c1)OCCO2	12	-9	-17	12	1	-0.2	108	0	1.6	3.2	3.6
Cc1cccnc1NC(=O)c1ccc(C(=O)c2ccccc2)cc1	x	21	5	6	3	-0.7	97	7	2.2	-0.5	2.4
O=C(COC(=O)C1CC1)Nc1ccccc1Sc1ccccc1	-9	-3	-10	2	-19	2.6	107	-3	3.8	-0.1	-0.8
Cc1cc(C)n2nc(SCC(=O)N(C)C)nc2n1	-12	5	-10	1	6	-1.1	93	-3	2.9	-0.6	3.6
Cc1n[nH]c(C)c1S(=O)(=O)N1CCc2ccccc2C1	11	-16	18	-2	18	-3.4	102	-4	0.3	0.9	4.5
C=CCn1c(CCCOc2ccc(Cl)cc2Cl)nnc1SCC(=O)Nc1nccs1	3	5	-9	9	9	-1.5	x	-6	2.4	-1.1	2.8
O=C(NCc1cccc(C(F)(F)F)c1)C1CCCN(c2ncccn2)C1 (stereo unspecified)	x	-4	-21	-7	7	-1.2	100	-3	3.8	-1.2	-1.6
CCCCOc1ccc(-c2ncc(N)cn2)cc1	-10	6	-19	-5	5	-1.1	107	4	-0.9	0.7	2.6
COc1ccc(-n2nc3c(N4CCC(C(=O)NCc5ccco5)CC4)nnc(C)c3c2C)cc1	42	4	-1	-4	9	-1.7	105	-1	x	-3.5	1.7
CN(C)c1ccc(S(=O)(=O)N2CCCCC2)cc1NC(=O)COc1ccccc1F	-6	4	-11	5	0	-0.1	99	-4	1.7	0.7	-1.0
CSCc1c(C(=O)Nc2ccc3c(c2)OCO3)oc2ccccc12	-26	-3	-4	0	-13	2.5	111	-3	2.0	-1.5	2.5
O=C(Cc1ccc([N+](=O)[O-])cc1)N/N=C/c1cccs1	-1	-2	-6	8	7	-1.4	x	0	0.7	-0.8	-2.2
COc1ccc(C2N(c3ccc(OC)cc3)C(=S)N3CCCN23)cc1 (stereo unspecified)	-22	6	15	6	6	-0.9	102	-3	2.4	0.5	2.5
COc1ccc(NC(=S)NC(NC(=O)c2cccc(Cl)c2)C(Cl)(Cl)Cl)c([N+](=O)[O-])c1 (stereo unspecified)	5	7	x	-5	-5	0.9	104	-3	2.8	3.5	-0.3
O=C(c1ccccc1)C(Cn1cncn1)C(Sc1ccccc1)c1ccccc1 (stereo unspecified)	-1	7	7	6	-8	1.4	89	3	3.6	0.4	0.1
CCCCCCn1c(COc2ccccc2F)nnc1SCC(=O)N1c2ccccc2NC(=O)C1(C)C	30	18	0	7	-17	3.2	x	-6	2.8	-0.7	-2.0
CCOc1ccc2[nH]c(=O)c(CN(CCO)C(=O)CC)cc2c1	-17	-8	-7	0	14	-2.4	107	-9	0.9	4.2	1.5
Cc1sc2ncn(CC(=O)NCCCC(=O)NCc3ccc(F)cc3)c(=O)c2c1C	1	15	-27	-8	6	-1.2	103	2	1.9	-1.6	4.2
Cc1csc(=O)n1CC(=O)OCC(=O)Nc1ccc(C(N)=O)cc1	-17	0	0	-2	7	-1.8	97	8	-0.4	0.7	1.7
COc1cccc(CNC(=O)N2CCN(c3ccccc3Cl)CC2)c1	-19	0	-3	-2	-6	1.2	97	-6	2.1	1.3	3.0

The list continues.
SMILES	PfHsp90 set2	Arr AP2 block	SUMO Mot1 rescue	Tat transport	MOR-DOR inv ag	MOR-DOR ag	Pemphigus Ab inh	PKA-R1A act	phage Ecoli inh	Ecoli viability	AddAB inh
N#CCCN(C(=O)c1ccc2c(=O)n3c(nc2c1)CCCCC3)c1ccccc1	4	-7	123	-2	11	-2.1	x	-3	-0.9	-2.5	2.9
CCC(C)NC(=O)c1ccc([N+](=O)[O-])c(Cl)c1 (stereo unspecified)	-12	-1	1	2	7	-1.2	108	7	4.0	0.7	1.7
Cc1cc[n+](-c2[nH]c(=O)sc2/C=N/N=C(\[O-])c2ccccc2)cc1C	1	-3	x	1	8	-1.5	96	4	3.2	x	x
O=C(N/C(=C\c1ccc(F)cc1)C(=O)N1CCCCCC1)c1ccccc1	-4	-3	3	6	6	-1.3	99	-11	1.0	1.5	0.6
CCOC(=O)c1c(C)[nH]c(N=Nc2ccc(C)cc2C)c1C	4	6	-17	-1	-14	2.4	99	0	2.7	-2.8	2.7
CCc1ccccc1NC(=O)CCc1nc(-c2ccc(C)cc2)no1	x	1	179	-6	-11	2.2	96	-3	2.1	-2.5	1.1
COc1ccccc1NC(=O)c1cnc(SCC(=O)NCCc2ccccc2)n(C)c1=O	-9	6	13	-5	7	-1.0	97	4	3.5	-0.5	1.4
Cc1cn([C@H]2C[C@H](O)[C@@H](COS(=O)(=O)O)O2)c(=O)[nH]c1=O	-13	10	3	-8	13	-2.8	100	-6	0.1	0.0	0.9
Cc1ccc(N=Cc2cccc(O)c2O)c(C)c1	-47	-2	71	-14	-23	4.6	x	-11	1.1	-0.9	2.3
CC(=O)NCCn1c(SCC(=O)NCCc2ccc(S(N)(=O)=O)cc2)nc2ccccc2c1=O	16	-12	x	-4	4	-0.8	95	-1	1.1	-0.4	0.3
CC1CCCCC1NCC(=O)Nc1ccccc1C(=O)Nc1ccccc1 (stereo unspecified)	-4	32	-4	-4	-12	2.8	93	1	1.5	-0.7	0.7
COc1ccc(NC(=O)c2ccc3c(c2)OCO3)cc1Cl	-4	10	1	2	-12	2.3	46*	-20	4.1	0.0	1.4
C=CCn1c(-c2ccoc2)n[nH]c1=S	5	0	-12	-16	7	-1.3	104	-5	2.2	0.8	3.4
CCN(CC(=O)Nc1ccccc1OC)C(=O)CN1C(=O)NC(C)(c2ccccc2)C1=O (stereo unspecified)	9	24	-5	5	13	-3.6	100	2	3.4	-0.7	0.2
Cc1cccc(CSc2nnc(-c3ccco3)o2)c1	-35	-11	-9	6	11	-2.1	101	-15	4.7	1.4	1.2
O=S1(=O)N=C(N(CCO)/N=C/c2ccccc2F)c2ccccc21	17	17	-20	5	-1	0.2	100	6	0.9	-0.5	-0.7
C=CCNC(=O)/C(C#N)=C/c1cn(-c2ccccc2)nc1-c1ccc(OC)c([N+](=O)[O-])c1	-9	7	-12	3	-16	2.9	111	5	2.6	-0.7	4.6
COc1ccc(OCCCn2c(=O)oc3ccccc32)cc1	3	-5	-5	0	15	-2.6	103	2	0.9	0.3	0.2
O=C(NNC(=S)NC1CC2CCC1C2)c1ccc(Cl)cc1 (stereo unspecified)	-10	38	5	4	-2	0.3	x	-8	0.2	0.4	-1.0
Cc1cccc(-c2nnc(SCC(=O)NC3CC3)n2C)c1	-2	3	i	0	21	-4.1	116	-2	-1.5	1.1	0.9
COc1ccc(-c2cc(O)cc(O)c2)cc1	7	30	-5	-4	7	-1.2	104	-1	2.1	-2.7	-2.6
Cc1ccc(NC(=O)CN2CCOCC2)cc1S(=O)(=O)N1CCCCC1	-4	-9	0	2	6	-1.2	117	-6	2.5	-2.4	-0.6
CC1(C)SC(=S)N(Cc2ccc3c(c2)OCO3)C1N(O)C(=O)NC1CCCCC1 (stereo unspecified)	19	0	57	-2	-5	1.1	109	0	3.2	0.6	3.9
Cc1ccc(CCN2CC(C(=O)NCc3ccco3)CC2=O)cc1 (stereo unspecified)	-16	-1	-3	-2	20	-3.6	94	-14	-1.2	-0.2	-1.4
COc1ccccc1NS(=O)(=O)c1cccc(C(=O)NNC(=O)c2ccc(NC(C)=O)cc2)c1	-2	2	-8	3	11	-2.7	98	-10	2.1	1.1	1.9

Laid out differently: two of the compounds above
Each structure is followed by: PfHsp90 set2, Arr AP2 block, SUMO Mot1 rescue, Tat transport, MOR-DOR inv ag, MOR-DOR ag, Pemphigus Ab inh, PKA-R1A act, phage Ecoli inh, Ecoli viability, AddAB inh
> O=C(c1ccccc1)C(Cn1cncn1)C(Sc1ccccc1)c1ccccc1 (stereo unspecified)
  -1, 7, 7, 6, -8, 1.4, 89, 3, 3.6, 0.4, 0.1
> CCCCCCn1c(COc2ccccc2F)nnc1SCC(=O)N1c2ccccc2NC(=O)C1(C)C
  30, 18, 0, 7, -17, 3.2, x, -6, 2.8, -0.7, -2.0

New compounds follow:
SMILES	PfHsp90 set2	Arr AP2 block	SUMO Mot1 rescue	Tat transport	MOR-DOR inv ag	MOR-DOR ag	Pemphigus Ab inh	PKA-R1A act	phage Ecoli inh	Ecoli viability	AddAB inh
O=S1(=O)[C@H]2C[C@@H]3C=C[C@@]2(CN1Cc1cccc(C(F)(F)F)c1)O3	-1	18	3	-8	13	-2.3	98	-4	2.1	-2.1	0.4
Cc1cccc(NC(=S)NCC23C=CC(O2)C2C(=O)N(c4ccc(Cl)cc4)C(=O)C23)c1 (stereo unspecified)	107*	12	200	1	6	-1.1	74	-9	2.6	2.1	1.9
CN1CCC(N(C)C(=O)c2cccc(S(=O)(=O)N3CCc4ccccc43)c2)CC1	-16	12	6	-6	12	-2.6	x	-16	0.8	-1.9	-1.2
CCOc1ccc(-n2nnnc2SCC(=O)c2ccccc2)cc1	4	-18	x	-4	-6	1.0	102	-8	1.6	1.1	2.9
CC(=O)c1cc(C#N)c(NCc2ccccc2)nc1C	-15	43	4	-20	-4	0.8	104	-4	4.1	-1.6	-2.5
CCC(C(=O)Nc1ncn[nH]1)(C(F)(F)F)C(F)(F)F	-1	41	-9	3	4	-0.7	x	-3	2.9	-1.4	0.8
CC1(C)COC(c2cc([N+](=O)[O-])ccc2Cl)=N1	27	0	11	-4	13	-3.1	105	3	-2.5	-0.2	4.8
